Compound activity deposited in PubChem BioAssay by The Scripps Research Institute Molecular Screening Center.
pPAFAH inh – inhibitors of human plasma PAF acetylhydrolase (pPAFAH); recombinant pPAFAH, FP-rhodamine probe fluorescence polarization; inhibition, % at 3.39 µM; 330,000 tested, 1.5% active;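 active means inhibition above the mean inhibition across the screen plus 3 SD, cut at about 25% in these data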;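 further: inhibitors block binding of the rhodamine activity-based probe so polarization drops; 0% = enzyme with DMSO and 100% = wells lacking pPAFAH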
PREPL inh – inhibits the human prolyl oligopeptidase-like enzyme; Q4J6C6; recombinant PREPL, fluorescence polarization activity-based probe; inhibition, % at 5.96 µM; 320,000 tested, 0.68% active; AID 2751; in the data active means inhibition above about 43%;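 further: 0% = enzyme with DMSO and 100% = wells lacking enzyme; many of its hits are not listed in these tables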
PAFAH1B3 FP inh – blocks human PAF acetylhydrolase 1B catalytic subunit 3. recombinant PAFAH1B3, FP-rhodamine probe, fluorescence polarization. AID 492972. 340,000 tested, 0.28% active. inhibition, % at 3.39 µM. Q15102;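 active means inhibition above the screen-wide average of all tested compounds plus 3 SD, cut at about 25% in these data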;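 further: 0% = enzyme with DMSO only and 100% = wells lacking PAFAH1B3 protein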
Target sequence (Q15102 whole entry, looked up): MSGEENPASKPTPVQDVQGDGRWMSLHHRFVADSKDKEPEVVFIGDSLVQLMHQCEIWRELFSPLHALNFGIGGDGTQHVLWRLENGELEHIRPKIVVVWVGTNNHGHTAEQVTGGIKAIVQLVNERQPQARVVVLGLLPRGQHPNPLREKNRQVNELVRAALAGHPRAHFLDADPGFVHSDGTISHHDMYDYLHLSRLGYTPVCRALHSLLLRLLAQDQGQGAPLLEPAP
LYPLA2 counter – blocks human lysophospholipase 2, a PME1 counter-screen; recombinant LYPLA2, FP-Rh probe fluorescence polarization; 320,000 tested, 0.38% active; inhibition, % at 5.9 µM; AID 2177;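 active means inhibition above the screen-wide mean plus 3 SD, limit set per campaign, cut at about 26% in these data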;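 further: 0% = LYPLA2 with DMSO and 100% = wells lacking LYPLA2 enzyme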
ZTA DNA inh – counter-screen for EBNA-1 inhibitors: inhibitors of Epstein-Barr virus ZTA. P03206. ZTA-DNA binding, fluorescence polarization. inhibition, % at 11 µM. 320,000 tested, 0.15% active. AID 2234; in the data active means inhibition above about 33%
Target sequence (P03206 whole entry, looked up): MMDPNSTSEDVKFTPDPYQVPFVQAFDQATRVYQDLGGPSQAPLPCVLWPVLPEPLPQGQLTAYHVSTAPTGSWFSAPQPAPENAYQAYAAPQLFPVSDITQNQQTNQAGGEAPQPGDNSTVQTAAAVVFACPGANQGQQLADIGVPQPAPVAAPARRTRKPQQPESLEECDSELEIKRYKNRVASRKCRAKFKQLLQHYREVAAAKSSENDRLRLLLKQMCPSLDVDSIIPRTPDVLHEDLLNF
PAFAH2 FP inh – inhibitors of human PAFAH2. Q99487. recombinant PAFAH2, FP-rhodamine activity probe, fluorescence polarization. inhibition, % at 3.39 µM. 340,000 tested, 0.99% active. AID 492956;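 active means inhibition above the mean over all tested compounds plus 3 SD, cut at about 30% in these data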;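 further: inhibitors block probe labeling of enzyme so polarization drops; 0% = enzyme with DMSO and 100% = wells lacking PAFAH2 protein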
LYPLA1 counter – blocks human lysophospholipase 1, a PME1 counter-screen; AID 2174; inhibition, % at 5.9 µM; 320,000 tested, 0.16% active; O75608; recombinant LYPLA1, FP-Rh probe fluorescence polarization;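 active means inhibition above the mean of all tested compounds plus 3 SD, set per campaign, cut at about 14% in these data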;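 further: inhibitors block serine hydrolase probe labeling of LYPLA1 so polarization falls; 0% = enzyme with DMSO and 100% = wells lacking LYPLA1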
Target sequence (O75608 whole entry, looked up): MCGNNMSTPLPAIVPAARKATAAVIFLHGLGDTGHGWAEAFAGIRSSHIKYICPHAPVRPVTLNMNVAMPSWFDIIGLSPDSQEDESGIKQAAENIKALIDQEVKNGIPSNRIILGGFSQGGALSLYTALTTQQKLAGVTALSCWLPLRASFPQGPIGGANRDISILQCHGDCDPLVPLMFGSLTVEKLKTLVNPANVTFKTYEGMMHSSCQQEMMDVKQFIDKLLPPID
PAFAH1B2 FP inh – PAFAH1B2 (human) inhibition | inhibition, % at 3.39 µM | recombinant PAFAH1B2, FP-rhodamine activity probe, fluorescence polarization | P68402 | AID 492953 | 340,000 tested, 1.2% active;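 active means inhibition above the mean of all tested compounds plus 3 SD, cut at about 24% in these data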;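 further: 0% = enzyme with DMSO and 100% = wells lacking PAFAH1B2; many of its hits are not listed in these tables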
Target sequence (P68402 whole entry, looked up): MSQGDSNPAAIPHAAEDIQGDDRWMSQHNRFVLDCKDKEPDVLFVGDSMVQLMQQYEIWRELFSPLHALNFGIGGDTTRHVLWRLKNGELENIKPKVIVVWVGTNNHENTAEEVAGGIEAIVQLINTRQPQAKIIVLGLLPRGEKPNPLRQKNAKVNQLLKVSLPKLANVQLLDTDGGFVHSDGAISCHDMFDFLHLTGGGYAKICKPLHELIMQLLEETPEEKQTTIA
EBNA-1 inh – blocks EBNA-1 binding to DNA; inhibition, % at 14.8 µM; AID 1950; 300,000 tested, 0.34% active; EBNA-1 DNA binding, fluorescence polarization; in the data active means inhibition above about 28%
* marks the source's active call; other numbers are inactive results; . = not tested or not shown.

SMILES	pPAFAH inh	PREPL inh	PAFAH1B3 FP inh	LYPLA2 counter	ZTA DNA inh	PAFAH2 FP inh	LYPLA1 counter	PAFAH1B2 FP inh	EBNA-1 inh
O=C(Nc1ccc(NC(=O)C2CCCCC2)nc1)c1ccco1	2	13	9	20	-4	1	3	3	11
Cc1cc(C)n(-c2nc(-c3cccc(Cl)c3)cs2)n1	-6	16	-1	1	5	-1	-4	-8	-3
Cc1ccc(/C=C(\NC(=O)c2ccccc2)C(=O)NCCN2CCOCC2)o1	-3	4	4	-1	-8	-7	1	9	-12
COc1ccc(C(=O)NC(C)c2ccc(-n3ccnc3)cc2)c(OC)c1 (centres undefined)	5	0	12	12	18	-1	0	9	6
COc1cccc(C(c2c(C)[nH]n(-c3ccccc3)c2=O)c2c(C)[nH]n(-c3ccccc3)c2=O)c1OC	0	4	5	3	2	11	1	0	2
CN(C)S(=O)(=O)c1cccc(NC(=O)c2ccc(COc3ccccc3)cc2)c1	-1	-7	-9	-27	-2	-23	-17	0	-8
O=C(Nc1nccs1)c1ccccn1	5	-1	10	-2	-5	-8	0	0	6
COc1ccc(CC(=O)Nc2cccc(C(=O)Nc3ccccc3C(=O)O)c2)cc1OC	-5	6	8	6	7	-2	-2	5	-1
S=C(Nc1ccccc1)Nc1ccc(Br)cn1	1	-2	-5	1	2	-9	-2	-5	-2
CCOC(=O)Cc1nn(C(C)C)c(=O)c2ccccc12	2	1	9	3	-1	0	-1	4	0
O=C(N/N=C/c1c(Cl)[nH]c2ccccc12)c1ccc2c(c1)OCCO2	23	21	.	-6	5	.	-10	.	12
c1ccc(CC2CNc3ccccc3CN2)cc1 (centres undefined)	-8	18	5	-6	3	1	-2	3	-2
CCOC(=O)c1c(-c2ccc(C)cc2)csc1NC(=O)CCN1CC(C)OC(C)C1 (centres undefined)	19	15	-4	6	-13	-7	-2	2	3
Cc1cc(C(=O)N/N=C/c2ccccn2)n[nH]1	-2	9	-1	-3	-24	-3	0	4	-2
CCN(CCn1cccn1)C(=O)c1ccc(OC2CCN(C(=O)COC)CC2)cc1	6	0	9	0	-12	-5	0	0	4
Cc1ccc(C(=O)NNC(=O)CSc2n[nH]c(-c3cccnc3)n2)cc1	10	0	4	2	1	5	-1	0	-11
COCCN1C(=O)N[C@@H](c2ccccc2)[C@H](C(=O)OC)[C@H]1C	-3	18	3	6	-7	8	4	7	0
Cc1ccc(C(=O)N/N=C(\CC(C)C)c2ccccc2)cc1	0	-10	3	8	13	4	-4	4	-1
O=C(NCC1CCCN1S(=O)(=O)c1ccccc1)c1cccc(Cl)c1 (centres undefined)	-1	-5	8	0	-4	5	-3	8	-13
Cc1ccc(NC(=O)c2c(C)noc2-c2snnc2C)cc1	6	4	10	-1	10	2	3	1	12
CC(=O)/C=C(\C)Nc1ccccc1O	8	-1	1	1	22	2	-1	0	14
CCCCc1cc(O)c(CCCC)c(O)c1	1	18	2	-9	-11	-3	-6	7	-1
CCOC(=O)c1c(S(=O)(=O)N2CCN(c3ccc(F)cc3)CC2)c(C)n(C)c1C	3	-10	7	1	6	7	3	4	-3
COc1ccc(S(=O)(=O)N2CCC(C(=O)Nc3ccc(F)cc3)CC2)c2cccnc12	1	-2	0	0	-7	-2	0	-1	-14
COc1nc(Nc2cccc(C(F)(F)F)c2)nc(OC)n1	6	-7	8	3	-12	-11	0	-4	-4
C=CCn1c(N)cc(=O)nc1SCC(=O)Nc1cccc2ccccc12	1	24	7	6	-4	6	0	7	15
Cc1ccc(NC(=O)C(OC(=O)c2ccc(F)cc2)c2ccccc2)cc1Cl (centres undefined)	-2	-1	9	-12	10	-14	-7	-1	9
O=C(COC(=O)CNC(=O)c1ccc(Cl)cc1Cl)NC1CC1	3	9	2	.	.	0	.	-1	.
CN(C)c1ccc(C(=O)OCC(=O)NCCCc2ccccc2)cc1	33*	-1	-3	0	7	85*	0	6	0
COc1ccc(CC(=O)NC(C)c2nnc(SCc3nc4ccccc4c(=O)[nH]3)n2C)cc1 (centres undefined)	-1	12	7	4	-12	-3	0	5	-9
Cc1cccc(CC(C)NC(=O)c2cc(COc3ccc(C)c(C)c3)on2)n1 (centres undefined)	3	8	3	6	-10	3	0	8	-5
COc1ccc(Cl)cc1S(=O)(=O)n1ccnc1C(C)C	-5	14	4	10	-10	1	-1	3	7
COc1ccc(OC)c(-c2cc(C(=O)Nc3c(C)nn(Cc4ccccc4Cl)c3C)no2)c1	4	5	1	40*	-15	-12	-2	-1	12
O=C(CC(CC(=O)c1ccc(Br)cc1)c1cccnc1)c1ccc(Br)cc1	1	-5	.	3	3	.	4	.	3
CS(=O)(=O)N1CCN(c2ncnc3c2cnn3-c2ccccc2)CC1	2	5	7	10	2	-3	3	3	-2
CN(Cc1ccccc1)S(=O)(=O)c1ccc2[nH]cc(C(=O)NCC3CCCO3)c(=O)c2c1 (centres undefined)	2	3	1	1	-28	-7	-4	1	-11
C=CC[C@H](CC(=O)NCCO)C(=O)N[C@@H](COC(=O)[C@@H](CC=C)CC(=O)OC(C)(C)C)Cc1c[nH]c2ccccc12	3	21	2	.	.	5	.	2	.
COc1ccc(-n2nc(C(=O)NCC(=O)NCCCN3CCN(C)CC3)c3ccccc3c2=O)cc1OC	-8	2	8	-6	0	-8	5	2	-2
Cc1cccc(NC(=O)c2nc[nH]c2C(=O)NCC(=O)OCc2ccccc2)c1	12	0	2	-12	1	-4	-8	-5	2
Cc1nc(C)n(CC(=O)N2CCCC(C(=O)c3cccc4ccccc34)C2)n1 (centres undefined)	1	5	4	1	-2	3	1	2	-6
Nc1cc(=O)[nH]c(SCCSc2ccccc2)n1	0	-9	4	0	14	0	0	17	9
O=c1c2[nH]c3ccc(Br)cc3c2ncn1CCCn1ccnc1	-3	3	5	3	-18	-3	-10	5	-6
O=C(NCCc1ccccc1)C1=COCCO1	2	-3	5	2	7	-2	5	10	6
Cc1ccc(SCCC(=O)N(C)C)cc1	5	13	6	10	-20	6	1	15	-2
N=C(N)c1ccc(N)cc1	-3	7	3	5	-1	9	0	2	1
CC(=O)c1c(C)[nH]c(C(=O)CN2CCN(S(=O)(=O)c3ccc(C(C)C)cc3)CC2)c1C	-4	2	6	-5	-9	9	-24	1	.
O=C(CCC1CC(=O)Nc2ccccc21)NCc1ccccc1 (centres undefined)	5	6	5	4	20	3	-2	2	7
COC(=O)c1cccc(NC(=O)c2ccco2)c1	2	8	1	4	-1	7	-1	-2	0

Compound profiles, as listed above. Order of screens: pPAFAH inh	PREPL inh	PAFAH1B3 FP inh	LYPLA2 counter	ZTA DNA inh	PAFAH2 FP inh	LYPLA1 counter	PAFAH1B2 FP inh	EBNA-1 inh
`N=C(N)c1ccc(N)cc1` is listed as -3	7	3	5	-1	9	0	2	1
`COC(=O)c1cccc(NC(=O)c2ccco2)c1` is listed as 2	8	1	4	-1	7	-1	-2	0

(cont.)
SMILES	pPAFAH inh	PREPL inh	PAFAH1B3 FP inh	LYPLA2 counter	ZTA DNA inh	PAFAH2 FP inh	LYPLA1 counter	PAFAH1B2 FP inh	EBNA-1 inh
CCOC(=O)N1CCN(C(=O)c2ccc3c(SCC(=O)O)c4c(nc3c2)CCCC4)CC1	6	11	9	5	12	-2	1	9	9
CC1=N/C(=C/c2ccc([N+](=O)[O-])cc2)C(=O)N1c1ccc(Cl)cc1Cl	10	-4	14	1	3	-6	-4	0	-9
O=C(Nc1ccc2c(c1)OCO2)C1CCCCN1S(=O)(=O)c1ccccc1 (centres undefined)	6	8	-4	1	7	3	0	3	5
CC(CC(=O)OCC(=O)NCc1ccc(Cl)cc1)c1ccccc1 (centres undefined)	8	-32	4	2	-6	15	-2	12	.
S=C(NCc1ccccc1Cl)NC1CCCC1	5	10	-3	2	-24	5	-3	-1	-6
COc1cccc(C(=O)Nc2ccc(N3CCN(S(C)(=O)=O)CC3)cc2)c1	-1	9	9	-7	11	9	-2	5	-2
CCN(CC)S(=O)(=O)c1ccc(C(=O)Oc2cc(C)[nH]c(=O)c2[N+](=O)[O-])cc1	4	-4	2	2	5	-6	0	2	10
COc1ccc(C(=O)NCc2cccnc2)cc1S(=O)(=O)N1CCOCC1	-1	0	9	3	12	3	-1	3	1
Cc1nnc2sc(SCc3cccc(Cl)c3)nn2c1=O	-4	-4	3	7	-15	5	-3	3	-16
CCOC(=O)c1c(NC(=O)CCCN2CCOCC2)sc2c1CC(C)(C)OC2	-4	11	-2	1	-15	3	3	0	3
CC(=O)N1CCN(C(=O)c2cc3ccccc3o2)CC1	0	3	-2	7	-2	6	4	1	-4
COc1cc(/C=N/NC(=O)c2ccc3c(c2)OCCO3)cc(Br)c1O	7	17	5	3	-4	-7	1	9	-4
CCOc1ccc(C(=O)N2CCc3cc(OC)c(OC)cc3C2)cc1OCC	4	-8	7	-2	-17	-19	-2	5	-14
CCN1CCN(C(=S)Nc2ccc([N+](=O)[O-])cc2)CC1	-2	-3	1	6	1	4	1	-4	15
Cc1nc(SCC(=O)c2ccc(Cl)cc2)c([N+](=O)[O-])[nH]1	6	8	14	-3	14	4	-1	15	10
CC(C)CC1Nc2ccc(C(=O)NCCCN3CCCCC3C)cc2NC1=O (centres undefined)	5	0	8	2	0	-2	-2	2	2
Fc1ccc2nc(N3CCOCC3)sc2c1	2	-7	13	-8	18	2	-2	-2	7
CCOC(=O)/C(N=O)=C(\O)C1CCN(C(=O)OCC)CC1	1	-2	7	4	1	-2	1	6	3
Cc1ccc2ncnc(Nc3ccccc3)c2c1	-2	17	5	14	-14	-8	3	1	15
C/C(Cc1ccccc1)=N\NC(=O)CNC(=O)c1cccc(F)c1	7	8	1	7	-5	1	7	0	1
COc1ccc(CCNC(=O)CSc2nnnn2-c2ccc(OC)c(OC)c2)cc1OC	2	-3	8	-1	5	8	4	6	5
COc1ccccc1C(=O)COC(=O)COc1cccc2c1OC(C)(C)C2	3	12	-4	3	-6	0	0	7	2
Cc1[nH]c2ccc(-c3n[nH]c(=S)n3-c3ccc(Br)cc3)cc2c1C	10	7	0	4	0	2	1	8	9
CCCC(NC(=O)c1ccc(Br)o1)c1nc2ccccc2[nH]1 (centres undefined)	0	-2	6	.	.	1	.	2	.
O=C(Nc1ccc(Cl)cc1N1CCOCC1)C1CC1	4	1	-1	-3	15	1	-2	2	4
O=C(O)C(Cc1ccccc1)N1C(=O)/C(=C/c2cccnc2)SC1=S (centres undefined)	3	3	12	2	10	14	0	9	7
COC(=O)N/N=C/c1ccc(-c2ccc(Cl)cc2Cl)o1	0	11	4	-4	-14	2	1	-3	-5
O=C(O)CCCn1cc(NC(=O)COc2ccc([N+](=O)[O-])cc2)cn1	2	4	0	4	2	2	0	2	-5
COc1ccccc1-c1ccc(Nc2cccc(C(F)(F)F)c2)nn1	-4	-2	2	-2	-1	-3	-1	2	-2
O=C(NCc1ccco1)C(=O)NCC1OCCCN1S(=O)(=O)c1ccc(Cl)cc1 (centres undefined)	2	2	1	-4	-9	7	-3	5	-2
CCOCCCNC(=S)N1CCC(NC(=O)c2ccco2)CC1	0	-3	3	-4	2	-2	-1	4	5
OCCC1CN(Cc2cnn(-c3ccc(F)cc3)c2)CCN1Cc1ccsc1 (centres undefined)	3	3	2	6	-26	1	0	0	-8
Cc1nc(SCC(=O)NCC(F)(F)F)c2c(-c3cccs3)csc2n1	4	3	-5	6	-1	-3	1	4	2
O=C(NCCc1ccccc1)C(=O)c1c(-c2ccccc2)cc2ccccn12	4	8	9	5	-13	2	-4	-1	-3

Some of the compounds tested (hit frequency here may not be typical).
